SENP8 block-1 – inhibitors of human SENP8 protease; recombinant SENP8, Nedd8 substrate fluorescence; inhibition, % at 20 µM; AID 602440; actives 0.64% (n = 360,000); Q96LD8; in the data active = inhibition mostly above about 40%, no sharp cut-off; inactive = mostly below about 27%
SENP6 inh – SENP6 protease inhibition | Q9GZR1 | inhibition, % at 10 µM | Recombinant SENP6 catalytic domain, aminoluciferin luminescence | actives 1.8% (n = 330,000);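 active = inhibition above about 50% at the single tested dose, limit read from the data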;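 note: plate controls were DMSO wells with enzyme for no effect and DMSO wells lacking enzyme for full effect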
PfG6PD inh – PfG6PD (Plasmodium falciparum) enzyme inhibition | PfGluPho enzyme, NADPH resazurin-diaphorase fluorescence | actives 0.78% (n = 350,000) | AID 504690 | inhibition, % at 20 µM;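 active = inhibition reaching at least a set limit at 20 µM in the primary screen, cut at about 59% in these data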;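 note: 0% = DMSO wells with substrate and 100% = DMSO wells lacking glucose-6-phosphate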
SENP7 block – inhibitors of human SENP7 protease. recombinant SENP7, Z-RLRGG-aminoluciferin luminescence, 40 min. inhibition, % at 5 µM. actives 1.5% (n = 330,000). Q9BQF6;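 active = inhibition above about 50% at the single test dose, limit read from the data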;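 note: plate controls were DMSO with enzyme for no effect and no enzyme buffer wells for full effect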
SENP8 block-2 – blocks the human protease SENP8 | purified SENP8, Z-RLRGG-aminoluciferin cleavage, luminescence | inhibition, % at 10 µM | Q96LD8 | actives 1.2% (n = 330,000) | AID 2540; in the data active = inhibition above about 50%
HKDC1 inh – blocks human hexokinase HKDC1 activity. actives 0.16% (n = 340,000). recombinant HKDC1, G6PDH/diaphorase resazurin coupled fluorescence. AID 493160. Q2TB90. inhibition, % at 20 µM;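 active = inhibition above about 35% when tested at 20 µM, limit read from the data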;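 note: plate controls were DMSO wells with enzyme for no effect and DMSO wells lacking enzyme for full effect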
Target sequence (Q2TB90 whole entry, looked up): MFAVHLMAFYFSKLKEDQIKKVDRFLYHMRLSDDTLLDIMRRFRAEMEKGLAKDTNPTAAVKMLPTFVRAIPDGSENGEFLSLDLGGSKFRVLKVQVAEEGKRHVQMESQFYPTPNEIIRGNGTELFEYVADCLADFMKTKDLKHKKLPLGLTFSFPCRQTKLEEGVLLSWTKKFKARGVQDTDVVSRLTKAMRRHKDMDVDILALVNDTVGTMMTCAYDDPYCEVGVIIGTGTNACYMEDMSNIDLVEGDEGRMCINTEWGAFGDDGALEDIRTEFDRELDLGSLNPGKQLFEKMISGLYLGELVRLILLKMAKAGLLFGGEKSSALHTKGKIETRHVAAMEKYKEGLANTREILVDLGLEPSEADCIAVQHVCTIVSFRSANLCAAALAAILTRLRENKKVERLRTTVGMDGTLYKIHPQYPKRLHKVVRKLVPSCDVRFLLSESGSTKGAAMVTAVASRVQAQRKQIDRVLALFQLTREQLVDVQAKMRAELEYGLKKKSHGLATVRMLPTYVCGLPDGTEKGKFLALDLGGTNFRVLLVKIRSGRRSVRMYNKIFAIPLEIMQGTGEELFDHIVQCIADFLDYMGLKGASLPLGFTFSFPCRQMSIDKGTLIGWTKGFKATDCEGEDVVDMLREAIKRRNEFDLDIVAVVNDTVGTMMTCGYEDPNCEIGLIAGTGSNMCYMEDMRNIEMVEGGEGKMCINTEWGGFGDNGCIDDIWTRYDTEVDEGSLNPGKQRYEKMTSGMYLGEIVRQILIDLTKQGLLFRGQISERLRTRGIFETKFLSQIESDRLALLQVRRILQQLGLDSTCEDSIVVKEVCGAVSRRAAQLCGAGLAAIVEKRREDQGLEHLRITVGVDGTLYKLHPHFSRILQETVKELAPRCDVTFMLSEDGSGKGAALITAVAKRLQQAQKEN
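Material – in-house recombinant HK5 (HKDC1) enzyme · Quantity – HKDC1 at 5 µg/mL · Buffer or medium – pH 8.0 Tris buffer with 10 mM MgCl2 · Reagent – glucose with 1 mM ATP · Dosing – single 20 µM dose · Times – reaction time 90 min, room temperature, protected from light · Technique – resorufin fluorescence at 613 nm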
Apaf-1 inh – inhibitors of human Apaf-1 apoptosome; O14727; reconstituted apoptosome caspase-3 activity, DEVD-Rh110 fluorescence; inhibition, % at 20 µM; actives 0.71% (n = 330,000); AID 489030; active = inhibition of at least 40% at 20 µM;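 note: plate controls were DMSO wells for no effect and DEVD-CHO caspase inhibitor wells for full effect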
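Material: biochemical Apaf-1 apoptosome reconstitution. Medium: Hepes buffer, pH 7.5. Also added: cytochrome c activation, bis-DEVD rhodamine 110 substrate. Timing: 30 min compound preincubation, 50 min activation, room temperature. Measured by: rhodamine 110 fluorescence at Ex 480/Em 540 nm.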
SENP1 FRET inh – blocks the human SENP1 SUMO protease catalytic domain; inhibition, % at 10 µM; recombinant SENP1 catalytic domain, CyPet-SUMO1-YPet FRET cleavage; Q9P0U3; actives 0.21% (n = 360,000);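 active = inhibition at least 30% at 10 µM, raw YFP signal under a set limit, fluorescence ratio 0.5 to 1.5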;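 note: 0% = enzyme with DMSO and 100% = no enzyme wells; some results filed as inactive read as strong as hits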
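Test system: human SENP1 catalytic domain; medium: Tris pH 8 buffer plus EDTA, NaCl, BME, BSA, NP40, catalase; incubation: 50 min reaction at room temperature; technique: FRET, CFP and YFP emission; controls: no-enzyme low control and enzyme-plus-DMSO high control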
The depositor's hits bear a star; x = not tested or not shown.

SMILES	SENP8 block-1	SENP6 inh	PfG6PD inh	SENP7 block	SENP8 block-2	HKDC1 inh	Apaf-1 inh	SENP1 FRET inh
COc1ccc(NC(=O)c2cc(S(=O)(=O)N3CCOCC3)ccc2N2CCOCC2)cc1	-6	-12	-4	-10	-10	-1	-1	3
CC(Sc1nnc(Nc2ccccc2)s1)C(=O)NC1CCCc2ccccc21 (stereo not drawn)	5	-27	7	-10	-10	-7	1	0
C=CCC[C@H](Cc1ccc(F)cc1)C(=O)OC[C@@H](C)NC(=O)[C@@H](CC=C)CC(=O)N[C@H](CO)Cc1ccccc1	8	-7	9	-7	-11	-1	35	3
Cc1cc(-c2csc(NC(=O)c3ccc(=O)[nH]c3)n2)c(C)n1Cc1ccccc1	-30	23	1	5	7	-3	13	-12
O=C(O)CNC(=S)NCc1ccccc1	4	2	-3	-13	-12	-3	-2	1
CCc1ccc(CN2CCC(C(=O)Nc3ccc(-n4nc(C)cc4C)cc3)CC2)o1	6	-14	6	0	9	-2	-5	0
O=C(COC(=O)Cc1ccc(Cl)cc1)Nc1ccc2[nH]c(=O)[nH]c2c1	-8	-25	10	-5	-11	3	12	3
COC(=O)CN1C(=O)C2(C(C#N)=C(N)Oc3c2c(C)nn3-c2ccccc2)c2ccccc21 (stereo not drawn)	6	-3	-1	-2	-2	3	-2	0
NC(=O)c1ncn([C@@H]2O[C@H](CO)[C@@H](O)[C@H]2O)n1	3	11	-13	6	1	-3	-9	0
OC/C(Br)=C(\Br)CO	13	8	-6	-9	3	-7	-9	-1
O=c1oc2ccccc2c2c1ncn2-c1ccccc1	16	-9	0	-2	5	-5	-3	1
O=C1CCCN1c1ccc(N2CCCC2=O)cc1	2	2	-3	-2	1	-6	-14	4
O=C(CCC(=O)N1CCCC1)Nc1nnc(C2CCCCC2)s1	29	-15	7	-5	-12	-3	7	0
CC(C)C(OC(=O)c1cccs1)C(=O)NC1CCCCC1 (stereo not drawn)	36	18	2	3	-1	-3	1	-1
O=C(CC1Sc2ncnn2C1=O)Nc1ccc(Cl)cc1 (stereo not drawn)	x	9	8	-2	7	-7	1	x
COc1ccc(/C=C(/C#N)C(=O)Nc2ccc(O)cc2)cc1C(=O)O	8	-14	3	3	3	4	0	0
COCCN(CCOC)C(=O)c1cc2sc3ccccc3c2s1	4	-8	11	3	-7	17	8	4
NNC(=O)c1csc(-c2cccc(C(F)(F)F)c2)n1	19	3	4	2	0	0	3	2
Cc1cccc(N2CCN(S(=O)(=O)c3cc4c(cc3Cl)NC(=O)CO4)CC2)c1C	13	7	-6	4	0	3	14	3
S=C(NCCCN1CCOCC1)Nc1ccc(Cl)c(Cl)c1	7	-2	3	6	1	-16	2	1
COc1ccccc1OCCn1cc(/C=N/NC(=O)c2ccncc2)c2ccccc21	-8	-9	8	2	-2	-6	16	-1
Cc1cccc(C)c1OCc1cc(C(=O)N(C)Cc2nc3ccccc3[nH]2)no1	1	-10	-24	8	4	5	23	-2
CC1=C(C#N)C(=O)NC(C)(C)C1	18	-16	7	-1	0	-5	-5	-7
O=C1N(C2CCCC2)C[C@@H]2C[C@@H](c3cccn3-c3nccs3)N3CCC[C@@]123	9	-17	1	9	0	-13	-1	-5
Cc1cccc(CNC(=O)c2ccc3c(c2)N(C)CCS3)c1	-406	-6	71*	12	-6	-6	9	-1
Cc1c(-c2ccccc2)sc2nc[nH]c(=S)c12	-12	-17	1	-43	-2	1	-6	-3
O=C(NNC(=O)c1ccc2c(=O)n3c(nc2c1)CCC3)c1ccc(F)cc1	-20	-2	3	4	2	6	3	2
COc1ccc(-n2c(C)c([N+](=O)[O-])c3ccc(O)c(CN(C)C)c32)cc1	42*	-12	-6	-8	-10	4	19	1
CCN(CC)S(=O)(=O)c1ccc(O)c(NC(=O)COc2ccc(S(=O)(=O)N3CCOCC3)cc2)c1	-144	x	48	x	x	1	x	-1
NC(=O)c1cccc2c1C(=O)N(C1CCCCC1)C2	6	-14	-3	6	8	-11	-3	2
C/C(=N\Nc1cccc2cccnc12)c1ccccn1	-25	72*	8	92*	89*	-8	12	-7
NC(=O)c1c(NC(=O)COC(=O)CSc2nnc(-c3ccc(Cl)cc3)o2)sc2c1CCC2	-162	5	3	-5	14	2	11	-11
COc1ccc(-c2c(C)n([O-])c3c([n+]2=O)CCC3)cc1OC	12	-16	3	0	3	2	3	-2
CC(=O)c1cnc(-c2cccc(Cl)c2)s1	3	1	16	-4	-13	-4	2	2
CCNc1ccc(S(=O)(=O)C(F)(F)F)cc1NC(=O)C12CCC(CC1)C2	12	-5	-4	8	11	-9	-2	-1
Cc1cc(Nc2ccccc2)nn1C(=O)c1ccc([N+](=O)[O-])cc1	18	-3	2	2	0	9	-2	0
COC(=O)c1ccc(N=C2SCC(=O)N2C)cc1	1	-7	-2	1	-2	-4	3	3
CC(C)C[C@@H]1NC(=O)[C@H](Cc2ccc(O)cc2)NC(=O)c2cc([N+](=O)[O-])cc(I)c2NCCC[C@@H](C(N)=O)NC1=O	25	11	-16	1	3	4	-7	-10
CCN(CC)C(=O)CNC(=S)N(CCCN1CCOCC1)Cc1cccs1	8	-25	-4	-6	-3	3	11	3
Cc1cc(=O)oc2c(C)c(OCC(=O)NCCCn3ccnc3)ccc12	-127	-2	-6	5	-5	3	5	0
CCCOC(=O)c1c(NC(=O)/C=C/c2cnn(C)c2C)sc(C(=O)OC)c1C	-270	-4	3	0	3	-8	-19	2
Cn1c(C(=O)N2CCCC(C(=O)NCc3ccc4c(c3)OCO4)C2)cc2sccc21 (stereo not drawn)	-3	-4	7	18	-2	0	8	0
COc1ccc(-n2c(=O)c3ccccc3n(Cc3ccccc3F)c2=O)cc1OC	15	0	0	-5	-2	3	-18	-2
O=C(Nc1ccccc1F)c1ccc2c(c1)OCO2	1	71*	10	67*	65*	1	-4	-1
COc1cc2c(cc1OC)CN(CC(=O)Nc1ccccc1C(=O)NC1CC1)CC2	-52	-14	13	-6	-11	-4	0	-9
CCOCCCn1c(=S)[nH]c2cc(C(=O)NC3CCCCC3C)ccc2c1=O (stereo not drawn)	16	-10	-6	-18	-6	-6	15	3
COC(=O)CNC(=O)CCc1nnc(C2(c3ccc(Cl)cc3)CCC2)o1	12	-3	-6	5	-1	-2	-21	3
CCC(C)NC(=O)CSc1n[nH]c(-c2cc(Cl)ccc2OC)n1 (stereo not drawn)	-6	3	18	8	-3	0	-16	2
Cc1csc(SCC(=O)N2CCN(S(=O)(=O)c3ccccc3)CC2)n1	22	-10	1	3	3	-5	-1	2
CCOC(=O)C1=C(c2ccccc2)NC(SCC(=O)Nc2ccccc2C)=C(C#N)C1c1ccco1 (stereo not drawn)	-13	-2	4	-10	-1	15	3	0
CC(=O)Nc1ccc(-c2sc(Nc3cccc4ccccc34)n[n+]2-c2ccccc2)cc1	-76	-26	4	-13	-19	7	8	1
O=C(NCc1ccco1)c1cccc2ccccc12	23	-9	-7	8	1	-5	-7	1
CCOc1ccc(N(CC(=O)N2CCCC2)S(=O)(=O)c2ccc(F)cc2)cc1	20	-13	2	15	-4	2	6	1
COc1ccc(NC2=Nc3ccccc3CC2)cc1	24	28	-17	4	12	7	-15	2
COc1ccc(C(=O)Oc2ccc(-c3nnco3)cc2)cc1S(=O)(=O)N1CCOCC1	20	0	17	7	7	-3	4	0
C/C(=N\NC(=O)C(O)c1ccccc1)c1ccc(Br)s1 (stereo not drawn)	-68	-12	0	-7	-6	-3	13	0
Cn1c(=O)[nH]c(=O)c2c1nc(NCc1ccco1)n2Cc1ccccc1Cl	12	-9	-5	-2	1	-9	-28	0
COC(=O)c1cc(OC)c(OC)cc1NC(=S)N1CCOCC1	10	-11	15	-5	5	-10	0	10
O=C(O)C1(S(=O)(=O)CCC(F)=C(F)F)CC1	3	-3	7	10	1	-10	-1	1
Cc1nc(SCc2nc3ccccc3[nH]2)c2oc3cc(Br)ccc3c2n1	-74	-5	14	-3	0	11	16	-15
O=C(Nc1ccc(F)c(Cl)c1)C1CC(=O)n2c(nc3ccccc32)N1 (stereo not drawn)	24	-8	2	8	-6	-4	-5	1
O=C1c2cccc3cccc(c23)C(=O)N1OS(=O)(=O)c1ccc(Br)cc1	-354	-9	21	-7	-2	7	10	-2

An excerpt from above in order of formula weight, smallest number first:
SMILES	SENP8 block-1	SENP6 inh	PfG6PD inh	SENP7 block	SENP8 block-2	HKDC1 inh	Apaf-1 inh	SENP1 FRET inh
O=C(NCc1ccco1)c1cccc2ccccc12	23	-9	-7	8	1	-5	-7	1
COc1ccc(NC2=Nc3ccccc3CC2)cc1	24	28	-17	4	12	7	-15	2
O=C(O)C1(S(=O)(=O)CCC(F)=C(F)F)CC1	3	-3	7	10	1	-10	-1	1
COC(=O)c1cc(OC)c(OC)cc1NC(=S)N1CCOCC1	10	-11	15	-5	5	-10	0	10
O=C(Nc1ccc(F)c(Cl)c1)C1CC(=O)n2c(nc3ccccc32)N1 (stereo not drawn)	24	-8	2	8	-6	-4	-5	1
COC(=O)CNC(=O)CCc1nnc(C2(c3ccc(Cl)cc3)CCC2)o1	12	-3	-6	5	-1	-2	-21	3
Cn1c(=O)[nH]c(=O)c2c1nc(NCc1ccco1)n2Cc1ccccc1Cl	12	-9	-5	-2	1	-9	-28	0
Cc1csc(SCC(=O)N2CCN(S(=O)(=O)c3ccccc3)CC2)n1	22	-10	1	3	3	-5	-1	2
CCOCCCn1c(=S)[nH]c2cc(C(=O)NC3CCCCC3C)ccc2c1=O (stereo not drawn)	16	-10	-6	-18	-6	-6	15	3
COc1ccc(-n2c(=O)c3ccccc3n(Cc3ccccc3F)c2=O)cc1OC	15	0	0	-5	-2	3	-18	-2
Cc1nc(SCc2nc3ccccc3[nH]2)c2oc3cc(Br)ccc3c2n1	-74	-5	14	-3	0	11	16	-15
Cn1c(C(=O)N2CCCC(C(=O)NCc3ccc4c(c3)OCO4)C2)cc2sccc21 (stereo not drawn)	-3	-4	7	18	-2	0	8	0
O=C1c2cccc3cccc(c23)C(=O)N1OS(=O)(=O)c1ccc(Br)cc1	-354	-9	21	-7	-2	7	10	-2
CC(=O)Nc1ccc(-c2sc(Nc3cccc4ccccc34)n[n+]2-c2ccccc2)cc1	-76	-26	4	-13	-19	7	8	1
COc1ccc(C(=O)Oc2ccc(-c3nnco3)cc2)cc1S(=O)(=O)N1CCOCC1	20	0	17	7	7	-3	4	0
CCOC(=O)C1=C(c2ccccc2)NC(SCC(=O)Nc2ccccc2C)=C(C#N)C1c1ccco1 (stereo not drawn)	-13	-2	4	-10	-1	15	3	0
